# RAD52 inh – inhibitors of human RAD52 DNA annealing; AID 651710; inhibition, % at 18.7 µM; P43351; 0.46% of 360,000 active; recombinant RAD52 DNA annealing, FRET fluorescence;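 active = every replicate showing at least 50% inhibition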
# PglD inh – blocks C. jejuni PglD acetyltransferase activity; purified PglD enzyme, DTNB colorimetric CoA detection; inhibition, % at 12.5 µM; 0.098% of 360,000 active; AID 602405; in the data active = inhibition above about 16%, passing the limit was not always enough; note: strong numbers were not always called active
# ARNT TACC3 PPI – disruptors of human ARNT/TACC3 interaction; AlphaScreen His-ARNT PAS-B/GST-TACC3 binding, luminescence; TACC3 fragment carries E629A point mutation; inhibition, % at 9.99 µM; 0.66% of 390,000 active; AID 623870;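 active = mean inhibition of replicates at least 50% and at least half of replicates each reaching 50%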;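 note: 0% = complete ARNT plus TACC3 wells and 100% = ARNT alone without TACC3; many hits fall short of the cut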
# ERp5 inh – blocks human ERp5 reductase activity on insulin; Q15084; ERp5 insulin aggregation, absorbance 650 nm, 90 min; inhibition, % at 9.99 µM; 0.05% of 350,000 active; AID 651711;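 active = mean replicate inhibition above about 25%, with every replicate also reaching it, limit read from the data, passing the limit was not always enough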
# E-sel inducer – induces E-selectin expression in human endothelial cells; activation, % at 7.58 µM; P16581; 0.37% of 260,000 active; AID 686992; HUVEC E-selectin immunofluorescence imaging; normalized: neutral wells 0, TNF-alpha wells 100;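 active = mean E-selectin-positive cell signal at least 10% of the positive control, reached in at least 60% of replicates, without over 20% cell loss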;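 note: in these data hits start at about 27%; measured in HUVEC primary endothelial cells; signal is the percent of cells scored E-selectin positive by PE staining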
#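 Test system: HUVEC | Signal: Immunofluorescence imaging | Read-out: Percent E-selectin-positive cells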
# esBAF inh – blocks esBAF chromatin remodeling in mouse ES cells | AID 602393 | reporter increase, % at 12.5 µM | Bmi1-luciferase knock-in reporter, 24 h; 100% = twice the neutral-well signal | 2% of 350,000 active; in the data active = activation above about 40%;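 note: 0% = median of the plate's neutral control wells and 100% = double that signal; a rise in the Bmi1 reporter signal indicates esBAF inhibition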
# CASP6 VEID inh – inhibitors of human caspase-6; purified caspase-6, Z-VEID-R110 cleavage fluorescence; inhibition, % at 12.5 µM; 0.53% of 350,000 active; AID 686996; P55212;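 active = mean inhibition across replicates at least about 35%, with every replicate also reaching that limit, limit read from the data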;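 note: 0% = median of neutral control wells and 100% = no fluorescence left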
# Target sequence (P55212 24-179 limits assumed): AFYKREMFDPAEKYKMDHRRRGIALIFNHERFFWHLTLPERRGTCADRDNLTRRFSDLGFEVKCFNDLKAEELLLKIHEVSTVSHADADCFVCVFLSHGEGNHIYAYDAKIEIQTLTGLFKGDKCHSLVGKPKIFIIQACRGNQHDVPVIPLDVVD
# Target sequence (P55212 194-293 limits assumed): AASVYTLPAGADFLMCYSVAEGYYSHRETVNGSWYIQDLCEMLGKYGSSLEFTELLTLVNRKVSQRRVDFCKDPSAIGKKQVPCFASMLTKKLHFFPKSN
# RAD54 inh – inhibitors of human RAD54 branch migration; Q92698; RAD54 Holliday junction branch migration, FAM/BHQ fluorescence; inhibition, % at 10.4 µM; 0.14% of 360,000 active;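 active = mean normalized replicate activity at least 40 and at least half of replicates scoring 40 or more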;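 note: 0% = median of neutral control wells and 100% = median of positive control wells; inhibitors cause a drop in the FAM fluorescence signal; in these data hits start at about 50%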
# Target sequence (Q92698 whole entry, looked up): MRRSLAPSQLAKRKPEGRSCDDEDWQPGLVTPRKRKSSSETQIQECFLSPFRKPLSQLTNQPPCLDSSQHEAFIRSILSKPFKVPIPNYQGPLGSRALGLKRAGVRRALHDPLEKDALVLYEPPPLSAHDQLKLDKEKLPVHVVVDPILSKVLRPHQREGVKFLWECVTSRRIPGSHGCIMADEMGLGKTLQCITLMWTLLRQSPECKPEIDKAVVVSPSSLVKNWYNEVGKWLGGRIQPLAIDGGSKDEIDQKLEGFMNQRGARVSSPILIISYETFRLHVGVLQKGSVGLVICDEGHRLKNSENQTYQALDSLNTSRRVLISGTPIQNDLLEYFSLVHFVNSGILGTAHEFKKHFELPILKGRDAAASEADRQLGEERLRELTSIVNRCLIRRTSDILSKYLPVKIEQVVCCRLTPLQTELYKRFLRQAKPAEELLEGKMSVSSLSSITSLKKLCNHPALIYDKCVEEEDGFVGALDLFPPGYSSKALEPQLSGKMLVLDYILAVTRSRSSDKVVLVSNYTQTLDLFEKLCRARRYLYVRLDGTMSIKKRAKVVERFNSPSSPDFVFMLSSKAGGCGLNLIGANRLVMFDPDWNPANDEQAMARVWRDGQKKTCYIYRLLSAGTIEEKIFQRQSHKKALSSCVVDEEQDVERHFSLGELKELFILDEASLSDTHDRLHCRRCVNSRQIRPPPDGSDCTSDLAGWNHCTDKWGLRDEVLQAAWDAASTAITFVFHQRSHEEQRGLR
# An asterisk follows results filed as active; · = no result given.
SMILES,RAD52 inh,PglD inh,ARNT TACC3 PPI,ERp5 inh,E-sel inducer,esBAF inh,CASP6 VEID inh,RAD54 inh
CCc1nc2cccnc2n1-c1ccc(CC(=O)NCCOC)cc1,-21.1,-3.0,-0.6,1.9,0.1,1.8,1.1,-5.4
C[C@H](CO)N1C[C@H](C)[C@@H](CN(C)Cc2ccc(C(=O)O)cc2)Oc2ccc(NC(=O)C3CC3)cc2C1=O,0.9,5.7,7.8,-0.2,1.4,-1.3,3.9,6.2
Cc1nc2c(-c3ccc(F)cc3)cnn2c(N)c1-c1ccccc1,-11.5,-2.1,-8.0,1.0,-0.1,-53.2,4.6,1.9
COc1ccc(NC(=O)Nc2ccc3c(c2)[C@H]2C[C@H](CC(=O)N4CCc5ccccc5C4)O[C@H](CO)[C@H]2O3)cc1,-7.4,-2.0,16.4,4.2,-0.5,17.8,-1.2,3.9
Cc1c(NC(=O)C(C)OC(=O)c2ccc([N+](=O)[O-])cc2Cl)c(=O)n(-c2ccccc2)n1C (stereo unspecified),-0.3,1.7,-2.0,-1.0,1.8,-1.4,1.4,-5.4
O=C(NC1CCCCCC1)c1cc2c(=O)n3ccccc3nc2s1,-29.9,-1.1,-5.2,-1.5,0.0,45.0*,2.1,-1.2
O=C1C=CC(=O)N1c1cccc(-c2ccccc2)c1,-9.9,·,-6.2,-3.6,0.1,·,10.6,·
Clc1nccc(N2CCN(c3ccccc3Cl)CC2)n1,20.2,-6.0,·,-7.6,·,·,-0.5,8.1
O=C(NCC(NS(=O)(=O)OCC(Cl)(Cl)Cl)c1ccccc1)C(F)(F)F (stereo unspecified),-10.6,-1.6,0.3,-1.2,·,14.5,1.8,-6.0
CC(C)CC(c1nnnn1C(C)(C)C)N1CCN(C2CCCC2)CC1 (stereo unspecified),·,0.4,2.5,·,·,-4.2,·,6.0
COC(=O)c1cc(OC)c(OC)cc1NC(=O)CCCCCN1C(=O)CCC1=O,·,6.1,-6.7,·,·,-11.9,·,3.6
COc1ccc(N(CC(=O)NC2CC3CCC2C3)S(=O)(=O)c2ccc(C)cc2)cc1 (stereo unspecified),-5.5,-6.3,-0.2,4.5,-0.7,-4.7,-0.2,8.7
CC(C)COC(=O)N(C)C[C@H]1OCc2ccccc2-c2c(n(C)c3ccccc23)C(=O)N([C@@H](C)CO)C[C@H]1C,15.0,-0.3,-4.0,8.4,0.1,0.6,0.8,-2.4
CCNC(=O)C1(C)CCN(C(=O)c2cccc(OC(F)(F)F)c2)C1 (stereo unspecified),-5.9,1.7,·,-2.3,-0.2,-4.3,-1.3,2.4
O=C(c1ccccc1Oc1ccccc1)N1CCN(c2ccc(F)cc2)CC1,-1.7,3.0,·,2.9,·,0.0,4.4,-4.6
CC(=O)N(C[C@@H]1N[C@@H](CO)[C@@H]1c1ccc(-c2ccc(F)cc2)cc1)C(C)C,-10.1,3.0,6.4,-2.1,0.1,-2.9,0.1,-2.7
CCOc1ccc(/C=C/c2c([N+](=O)[O-])c(=O)n(C)c(=O)n2C)cc1,-18.3,·,-15.2,-2.0,-0.4,4.0,0.7,·
COCCCNC(=O)CCn1c(=O)c2ccccc2n(CC(=O)Nc2cc(Cl)ccc2C)c1=O,·,-9.6,-6.2,·,·,-4.7,·,4.8
CO[C@H]1CN(C)C(=O)c2cc(NC(=O)Nc3ccc(Cl)cc3)ccc2OC[C@H](C)N(C)C[C@H]1C,9.0,1.9,-5.3,4.8,0.3,-0.5,-13.0,6.6
CCNc1nc(NCC)nc(N/N=C/c2ccc(OC)cc2)n1,-8.1,-2.2,·,1.2,-0.3,·,-2.5,-17.8
O=C1C(Cl)=C(N2CCN(c3ccccc3[N+](=O)[O-])CC2)C(=O)c2ccccc21,-5.4,-1.2,-8.3,-1.2,-0.5,·,1.8,-0.5
Cc1cn([C@H]2C[C@H](O)[C@@H](/C=C/C(=O)NCc3cccc4ccccc34)O2)c(=O)[nH]c1=O,-4.3,-1.7,·,-4.7,4.5,0.5,2.5,-12.1
O=C(CSc1nnnn1-c1ccccc1)NCC1(N2CCOCC2)CCCCC1,-13.9,-3.5,-2.2,-0.3,-0.7,-5.4,-6.6,-3.6
COc1ccc(CN(C)C[C@@H]2Oc3ccc(NS(=O)(=O)c4ccccc4)cc3CC(=O)N([C@H](C)CO)C[C@@H]2C)cc1,7.8,5.0,-5.6,1.7,0.0,0.4,·,4.9
CCCCn1c(N)c(N(Cc2ccccc2OC)C(=O)c2cc(CC)c(C)s2)c(=O)[nH]c1=O,-20.6,3.2,-2.8,-6.2,·,1.2,0.5,-1.7
CN(C)c1nc(N)nc(CSc2n[nH]c(-c3ccccc3)n2)n1,·,-2.7,-7.6,·,·,-1.3,·,7.2
C[C@@H]1CN([C@H](C)CO)C(=O)c2cccc(NC(=O)Nc3ccc4c(c3)OCO4)c2O[C@H]1CN(C)C(=O)Nc1ccccc1,·,-0.2,28.4,·,-0.4,3.6,·,-2.9
O=C(NCc1cccnc1)C12CC3CC(CC(C3)C1)C2,3.9,-5.6,3.5,-3.5,0.4,2.4,-2.5,3.7
CC(C)(O)C#Cc1ccc([C@H]2[C@@H](CO)N3CCCCN(C(=O)c4cccc(F)c4)C[C@H]23)cc1,1.4,3.1,2.1,0.6,-0.3,·,0.4,5.9
CCn1nc(NC(=O)C2CCCO2)c2cc3cccc(C)c3nc21 (stereo unspecified),7.9,-6.0,·,3.3,0.5,·,-2.8,-2.7
Cc1ccc(SCc2[nH]nc3c2C(c2ccc(C)o2)C(C#N)=C(N)O3)cc1 (stereo unspecified),-12.5,-4.7,1.5,-0.6,·,-9.1,7.2,-8.8
CCOC(=O)C1CCN(C(=O)CCn2c(=O)oc3ccccc32)CC1,11.5,6.0,·,-4.0,·,-0.9,0.1,14.0
CC(=O)Nc1ccc(C(=O)CSc2nnnn2C(C)C)cc1,-4.7,2.9,·,7.5,·,14.9,-1.6,5.3
O=C(Oc1ccc(Cl)c2cccnc12)c1cccc([N+](=O)[O-])c1,-13.3,·,11.6,-2.7,5.3,·,-0.6,·
COC(=O)COc1ccc(/C=N/NC(=O)CN(c2ccccc2OC)S(=O)(=O)c2ccccc2)cc1,0.7,-3.4,-5.9,-0.5,·,0.9,-5.2,-1.7
Cc1cc(C)n(-c2ccc([N+](=O)[O-])cc2)n1,1.3,3.6,1.4,-2.6,·,·,1.3,0.7
CC(/C=N/NC(=O)c1ccccc1F)c1ccccc1 (stereo unspecified),-9.9,6.5,24.3,13.4,4.7,·,-4.1,2.0
CCCNC(=O)N1CC2(C1)[C@@H](c1ccccc1)[C@@H](CO)N2CC1CCCC1,-14.7,·,·,2.5,-0.2,·,0.1,·
CSc1ccc(C(=O)C2CCCN(C(=O)c3cc4cc(F)ccc4[nH]3)C2)cc1 (stereo unspecified),-18.4,·,-7.7,-4.9,·,·,-1.2,·
CCc1cnc(N2[C@H](C#N)[C@H](c3ccccc3)[C@@H]2CO)s1,-8.2,0.3,-5.9,10.8,0.2,4.2,-4.8,-7.8
C=CCOc1cccc(C(=O)N2CCCC(CNS(=O)(=O)c3cccs3)C2)c1 (stereo unspecified),-2.8,·,-2.8,3.4,·,·,-6.9,·
CCN(CC)S(=O)(=O)c1ccc2[nH]c(=O)cc(C(=O)NCc3ccccc3)c2c1,-4.4,-1.9,-2.7,-0.1,0.0,2.0,-1.2,-2.4
COc1ccc(NC(=O)Cn2nnc(C(=O)NCc3ccccc3)c2N)cc1Cl,·,-0.1,-4.2,·,·,-2.8,·,-6.9
CC1CCN(c2ccc(C(=O)Nc3nnc(C4CC4)s3)cc2[N+](=O)[O-])CC1,-10.6,·,-27.0,3.2,·,·,-1.7,·
COC(=O)c1cc(NCc2ccccc2F)ccc1N1CCOCC1,·,-5.6,-9.9,·,·,-5.1,·,-9.2
COc1ccc(-c2nnc(SCC(=O)NC3CCCCC3)n2N)cc1,-9.4,·,·,-32.5,-0.1,10.5,1.1,·
O=C(c1ccncc1)N1C[C@H]2[C@@H](c3ccccc31)[C@@H](CO)N2C(=O)Nc1ccccc1Cl,-10.5,0.5,0.6,1.3,0.1,-3.0,-3.8,-4.9
CCOC(=O)C/C(C)=N/NC(=O)c1cccs1,-8.4,-6.4,5.7,0.2,·,-7.9,1.9,1.7
Cc1cc(C)nc(/N=C2\NC(=O)CC(C(=O)O)N2c2ccc(Oc3ccccc3)cc2)n1 (stereo unspecified),·,-2.0,-0.5,·,·,-3.8,·,-5.0
O=C(Nc1ccc2c(c1)[C@H]1C[C@@H](CC(=O)N3CCc4ccccc4C3)O[C@H](CO)[C@H]1O2)Nc1ccccc1F,7.9,5.6,-24.7,2.3,-0.2,4.4,1.8,-6.5
CCC(=O)N(C)C[C@@H]1Oc2cc(-c3ccccc3F)ccc2S(=O)(=O)N([C@@H](C)CO)C[C@H]1C,3.3,-0.9,0.8,0.2,0.2,1.0,2.4,-13.0
O=C(Nc1cccc(F)c1)N1CC(=O)N2[C@@H](CO)[C@@H](c3ccc(-c4cccc(F)c4)cc3)[C@@H]2C1,3.0,·,·,2.3,0.2,·,5.2,·
CC(=O)Nc1ccc2nc(-c3cccnc3)[nH]c2c1,·,-6.2,18.7,·,·,-8.2,·,6.9
COc1ccc(NC(=O)N(C)C[C@H]2Oc3c(NC(=O)C4CC4)cccc3C(=O)N([C@@H](C)CO)C[C@H]2C)cc1,3.2,7.8,-5.6,5.8,0.3,-0.8,-1.2,-5.4
CCOc1cccc(/C=C/c2cc(C(=O)O)c3ccccc3n2)c1OC,-8.3,-2.3,-3.6,0.6,·,·,-3.4,-11.8
O=C(N/N=C/c1cccc(OC(=O)c2ccccc2Cl)c1)c1cccnc1,-14.2,-1.3,1.5,0.7,-0.1,13.0,-1.7,11.6
C[C@H]1CN([C@@H](C)CO)C(=O)c2cccc(NC(=O)c3ccncc3)c2O[C@H]1CN(C)Cc1ccccc1,-17.2,3.9,-9.3,-6.2,-0.4,-7.5,·,-5.0
CCN(CC)C(=O)CCc1nnc(CCc2c[nH]c3ccccc23)o1,-3.8,·,-5.5,-13.3,0.2,·,-1.8,·
CCCC1CCC(c2ccc(C(N)=O)cc2)CC1 (stereo unspecified),·,-3.1,0.2,·,·,-12.9,·,3.4
CN1C(=O)N[C@@H]2c3ccccc3O[C@@]1(C)[C@@H]2CO,1.9,4.5,-3.8,-1.7,·,·,7.6,6.6
COCCN(CC(=O)Nc1ccccc1C(F)(F)F)C(=O)/C=C/c1ccc2ccccc2n1,-38.8,-2.6,-11.4,-13.9,-0.3,-2.0,-2.9,7.0
O=C(CCN1C(=O)c2ccccc2C1=O)NC(=S)Nc1ccccc1,-11.2,·,-2.5,6.3,-2.1,·,0.1,·
O=[N+]([O-])c1ccc(-c2cnc[nH]2)cc1,-24.3,0.6,·,1.4,·,·,0.3,0.4

# Record cards, as listed above:
# CCOc1cccc(/C=C/c2cc(C(=O)O)c3ccccc3n2)c1OC is listed as RAD52 inh = -8.3; PglD inh = -2.3; ARNT TACC3 PPI = -3.6; ERp5 inh = 0.6; E-sel inducer = ·; esBAF inh = ·; CASP6 VEID inh = -3.4; RAD54 inh = -11.8
# COCCN(CC(=O)Nc1ccccc1C(F)(F)F)C(=O)/C=C/c1ccc2ccccc2n1 is listed as RAD52 inh = -38.8; PglD inh = -2.6; ARNT TACC3 PPI = -11.4; ERp5 inh = -13.9; E-sel inducer = -0.3; esBAF inh = -2.0; CASP6 VEID inh = -2.9; RAD54 inh = 7.0
# O=C(Nc1cccc(F)c1)N1CC(=O)N2[C@@H](CO)[C@@H](c3ccc(-c4cccc(F)c4)cc3)[C@@H]2C1 is listed as RAD52 inh = 3.0; PglD inh = ·; ARNT TACC3 PPI = ·; ERp5 inh = 2.3; E-sel inducer = 0.2; esBAF inh = ·; CASP6 VEID inh = 5.2; RAD54 inh = ·

# Screening data as filed in PubChem.
